Screens from PubChem BioAssay.
APEX1 inh: blocks human APE1 abasic DNA cleavage. P27695. recombinant APE1, TAMRA/BHQ-2 abasic DNA cleavage fluorescence. Potency, µM (doses to about 65.8 µM), for the others: at the highest dose activity change, negative = inhibition, usual class: inhibitors. 350,000 tested, 0.35% active;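 also: plate controls were vehicle for no effect and reference inhibitor for full effect; nearly all actives have a fitted effect of over 55% in size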
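0.75 nM APE1 + cpd, 15 min RT; start w/ 50 nM TAMRA/BHQ-2 THF-abasic dsDNA; kinetic fluor 525/598 nm ×3 reads @60 s; Δ(read3−read1); normalized to DMSO and NSC13755 control wells.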
G9a block: inhibitors of human histone lysine methyltransferase G9a. 350,000 tested, 8.8% active. AID 504332. G9a H3K9 monomethylation, AlphaScreen, 2 h. Potency, µM (titrated, usually from 102 µM), inactives show at the top dose activity, negative = inhibition, actives largely listed as inhibitors. Q96KQ7; also: % is scaled to controls: 0 for no effect and ±100 for the full control effect; nearly all actives have a fitted effect of over 75% in size
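Readings reflect AlphaScreen signal from monomethyl-H3K9 antibody detection. HMT at 20 nM; substrate b-H3K9 500 nM; cofactor SAM 20 uM; 2 h RT reaction; compounds tested as titrations in qHTS with 15 min preincubation.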
Pol iota inh: blocks human DNA polymerase iota activity | Q9UNA4 | Potency, µM (series often up to 115 µM), inactives show at the top dose activity, negative = inhibition, most hits filed as inhibitors | AID 588590 | Pol iota fluorescent replication assay, 10 min | 390,000 tested, 1% active
Target sequence (Q9UNA4 whole entry, looked up): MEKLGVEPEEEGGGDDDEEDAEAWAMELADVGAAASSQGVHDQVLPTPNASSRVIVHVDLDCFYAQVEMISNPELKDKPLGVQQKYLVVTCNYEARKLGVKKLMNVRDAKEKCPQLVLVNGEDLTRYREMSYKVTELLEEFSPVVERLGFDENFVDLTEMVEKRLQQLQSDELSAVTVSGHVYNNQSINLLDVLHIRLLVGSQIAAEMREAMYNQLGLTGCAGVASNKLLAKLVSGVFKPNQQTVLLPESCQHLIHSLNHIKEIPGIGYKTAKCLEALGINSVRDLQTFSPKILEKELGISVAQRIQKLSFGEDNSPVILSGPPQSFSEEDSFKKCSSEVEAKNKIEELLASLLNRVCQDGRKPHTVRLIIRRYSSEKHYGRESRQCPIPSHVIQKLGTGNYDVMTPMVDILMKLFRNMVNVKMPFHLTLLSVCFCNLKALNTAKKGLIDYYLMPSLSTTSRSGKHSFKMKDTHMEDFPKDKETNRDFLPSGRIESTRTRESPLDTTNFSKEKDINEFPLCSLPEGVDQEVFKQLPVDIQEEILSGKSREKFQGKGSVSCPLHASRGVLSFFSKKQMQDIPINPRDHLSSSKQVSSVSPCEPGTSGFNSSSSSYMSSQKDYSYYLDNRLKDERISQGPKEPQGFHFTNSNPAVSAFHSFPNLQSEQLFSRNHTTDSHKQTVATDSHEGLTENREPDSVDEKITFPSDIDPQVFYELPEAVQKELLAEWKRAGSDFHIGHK
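Fluorescent replication assay read twice, at 0 min and 10 min after adding 50 nM (final) substrate. Enzyme (10 nM) and compounds were first incubated 15 min at room temperature; enzyme-free buffer wells were negative controls.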
BAZ2B block: inhibitors of human BAZ2B bromodomain. Q9UIF8. AlphaScreen BAZ2B-H3K14Ac peptide displacement. Potency, µM (series often up to 114 µM), for inactives: at the highest dose activity change, negative = inhibition, actives largely listed as inhibitors. 360,000 tested, 4.4% active. AID 504333; also: % is scaled to controls: 0 for no effect and ±100 for the full control effect; nearly all actives have a fitted effect of over 60% in size
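Protein-peptide AlphaScreen: BAZ2B 50 nM, b-H3K14Ac 50 nM, 1x PBS pH 7.4 + 0.01% Tween-20. Preincubation 30 min RT; cpd 30 min RT (top 110 uM); beads 20 min RT, light-protected.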
POLK inh: DNA polymerase kappa (human) inhibition; 400,000 tested, 0.53% active; purified Pol kappa, fluorescent DNA synthesis assay, 10 min; AID 588579; Q9UBT6; Potency, µM (doses to about 107 µM), inactives show at the highest dose activity, negative = inhibition, hits mostly inhibitors; also: % is scaled to controls: 0 for no effect and ±100 for the full control effect
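Kinetic fluorescence screen: compound preincubated 15 min RT with 10 nM enzyme; 50 nM substrate (final) initiates; reads at 0/10 min.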
Anesthetic bind: candidate novel general anesthetic via apoferritin binding; P02791; apoferritin/1-aminoanthracene competitive binding, fluorescence; Potency, µM (titrated, usually from 77.5 µM), inactives show at the highest dose activity change, negative = displacement, hits mostly inhibitors; 350,000 tested, 0.074% active; AID 485281; also: % is scaled to controls: 0 for no effect and ±100 for the full control effect; nearly all actives have a fitted effect of over 20% in size
Target sequence (P02791 2-175 limits assumed): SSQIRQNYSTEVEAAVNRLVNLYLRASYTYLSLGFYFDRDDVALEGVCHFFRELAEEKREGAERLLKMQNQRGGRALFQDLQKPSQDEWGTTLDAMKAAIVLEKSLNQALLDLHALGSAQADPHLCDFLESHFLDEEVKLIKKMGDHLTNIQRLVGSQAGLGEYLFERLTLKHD
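Horse-spleen apoferritin (10 uM) in 50% saturated 1-aminoanthracene in PBS was incubated 10 min at room temperature with compound. Fluorescence (ex 380, em 535 nm) was normalized to free and bound 1-AMA, with concentration-response fitted by a four-parameter Hill equation.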
POLB inh: blocks human DNA polymerase beta activity. Pol beta primer extension/strand displacement, fluorescence kinetic. Potency, µM (series often up to 114 µM), inactives show at the highest dose activity change, negative = inhibition, actives largely listed as inhibitors. P06746. 340,000 tested, 1.3% active; also: % is scaled to controls: 0 for no effect and ±100 for the full control effect
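Preincubation: enzyme (10 nM) with compound, 15 min, RT. Reaction: substrate added to 50 nM final. Reads: 0 and 10 min. Analysis: normalized, Hill fit.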
BLM helicase inh: inhibitors of human Bloom syndrome helicase BLM | P54132 | recombinant BLM DNA unwinding, fluorescence dequenching | Potency, µM (series often up to 56.1 µM), for inactives: at the highest dose activity change, negative = inhibition, hits mostly inhibitors | AID 2528 | 350,000 tested, 0.2% active;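 also: plate controls were vehicle for no effect and no enzyme for full effect; nearly all actives have a fitted effect of over 35% in size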
POLH inh: inhibitors of human DNA polymerase eta; Q9Y253; recombinant Pol eta, fluorescent DNA replication assay; Potency, µM (top dose mostly 114 µM), without a hit: at the highest dose activity change, negative = inhibition, usual class: inhibitors; 390,000 tested, 1.2% active; AID 588591; also: % is scaled to controls: 0 for no effect and ±100 for the full control effect
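Fluorescent replication assay: 50 nM final substrate added after a 15 min room-temperature compound preincubation with 10 nM enzyme. Signal taken at 0 min and again at 10 min.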
Active calls of the source: *; ? = inconclusive; . = no result given; & = joins results of further samples; [ ] = another dose, or the depositor's remark. Calls follow the shape of the dose curve; as a rule, active = well fitted curve in the direction sought with a large enough effect; inconclusive = small, poorly fitted or top-dose-only effect, or another doubt; inactive = no such curve, though single readings can be large; an effect the other way counts as inactive or inconclusive. Potency is read from the fitted curve at half-maximal effect. Only part of the results is shown; rates above refer to the full screens.

SMILES	APEX1 inh	G9a block	Pol iota inh	BAZ2B block	POLK inh	Anesthetic bind	POLB inh	BLM helicase inh	POLH inh
CCOc1ccc(N2C(=O)CCC2=O)cc1	5%	-7%	6%	5%	4%	-5%	-20%	0%	-12%
CCC1CCCCN1CCCNC(=O)c1cc2c(Cl)nc3ccccc3c2s1 (stereo unspecified)	-6%	-33%	9%&14%	-2%&-18%	4%[60.1 µM]	-17%&-24%	46%&0%	86%&109%[activator]	-10%&-18%
COc1ccc(/C=N/Nc2nc(N)cc(Cl)n2)cc1OC	-8%	7%	10%	-11%	-14%[60.1 µM]	-1%	-26%	-5%	-4%
O=C(NC1CC1)C1CCN(C2CCN(C(=O)c3ccc(C(F)(F)F)cc3)CC2)CC1	45%[activator]	2%	7%	1%	3%	9%	-1%	0%	-9%
CCCn1c(=S)[nH]c2cc(C(=O)N3CCc4ccccc43)ccc2c1=O	1%	12%	-9%	4%	5%	-16%	23%	0%	7%
Cc1ccc(-c2nc3cc(Cl)ccc3o2)cc1NC(=O)c1cc([N+](=O)[O-])ccc1N1CCOCC1	.	7%[59 µM]	-6%	-22%	10%	-4%	0%	-3%	-9%
Cc1cc(C(=O)N2CCC(CO)(Cc3cccc(C(F)(F)F)c3)CC2)n[nH]1	16%	-3%	30%[activator]	2%	11%	-15%	1%	-2%	4%
CC1CCN(C(=O)CSc2nnc(-c3ccco3)o2)CC1	-4%	11%	4%	-4%	-7%	-10%	22%	1%	-7%
Cc1cc(C)c(C#N)c(SCC(=O)N2CCN(Cc3ccccc3)CC2)n1	-7%	?	-2%	-9%	-6%	-20%	25%	2%	-16%
CCC(=O)N1CCc2cc(Br)cc(S(=O)(=O)CCC(=O)N3CCN(c4ccc(OC)cc4)CC3)c21	.	-44%[59 µM]	-22%	-3%	3%	-4%	-13%	1%	1%
N#CN=C(N)c1ccccc1	6%&0%	-6%[59 µM]	23%	-6%&-13%	-2%	-5%&-3%	?	1%&-4%	-10%
O=C(CN1CCN(Cc2ccccc2F)C1=O)NCCc1ccc(Cl)cc1	0%	5%	10%	-1%	-3%	-8%	-2%	2%	-20%
CCCCc1nnc(NC(=O)COC)s1	1%	10%	76%[activator]	-15%	-8%	-6%	-28%	0%	-14%
COc1ccc(NC(=O)CC(C)CC(=O)NCc2ccccc2)c(OC)c1 (stereo unspecified)	26%	20%	-2%	1%	1%	-9%	2%	-3%	0%
COc1ccc(N2CCN(CCCNC(=O)CCCn3c(=O)[nH]c4ccsc4c3=O)CC2)cc1	-2%	-12%[0.501 µM]	11%	?	-5%	-6%	10%	2%	-1%
Cc1cc(C(=O)CN2C(=O)NC(Cc3c[nH]c4ccccc34)C2=O)c(C)n1C (stereo unspecified)	1%	50µM*	21%	50µM*	-2%	?	1%	1%	-17%
CCCCNC(=S)NNC(=O)c1ccco1	1%	-8%[59 µM]	5%	0%	-15%	-9%	0%	1%	3%
O=C(COC(=O)c1c(F)cccc1Cl)NC1CCCCC1	16%	-9%	26%	-2%	4%	.	.	.	-6%
CCSc1nnc(C)c(=O)n1COC(=O)c1ccc(S(=O)(=O)N2CCCC2)cc1	3%	4%[59 µM]	20%	4%	-2%	-7%	4%	-1%	0%
O=C(Nc1sc2c(c1C(=O)O)CCC2)c1ccc(F)cc1	1%	40µM*	18%	?	-6%	-5%	-22%	-2%	-19%
CCOC(=O)c1c(C)[nH]c(C)c1C(=O)COc1ccc(NC(=O)c2ccco2)cc1	?	?	?	?	-11%	-11%	?	-10%	-17%
Cc1ccc2nc(CSc3nnc(-c4ccco4)o3)cc(=O)n2c1	22µM*	?	?	56µM*	-7%	-14%	?	?	-6%
CNC(=O)[C@@]1(C)C=C[C@@H](Cc2ccccc2)N1C(=O)OC	3%&-5%	79µM*	-26%	-16%	-24%	4%&0%	0%	-3%&6%	-7%
CCCn1c(=O)c2sccc2n2c(CCCC(=O)NC3CCN(Cc4ccccc4)CC3)nnc12	39%	56%[activator]	15%	-33%	-4%	3%	-7%	5%	-5%
NC(=O)c1c(NC(=O)c2ccncc2)sc2c1CCCC2	-1%	?	5%	1%	0%	-17%	-24%	-6%	6%

Next part; it opens with the two that closed the last part.
SMILES	APEX1 inh	G9a block	Pol iota inh	BAZ2B block	POLK inh	Anesthetic bind	POLB inh	BLM helicase inh	POLH inh
CCCn1c(=O)c2sccc2n2c(CCCC(=O)NC3CCN(Cc4ccccc4)CC3)nnc12	39%	56%[activator]	15%	-33%	-4%	3%	-7%	5%	-5%
NC(=O)c1c(NC(=O)c2ccncc2)sc2c1CCCC2	-1%	?	5%	1%	0%	-17%	-24%	-6%	6%
COc1ccc(C(=O)NCc2nnc(SCC(=O)NCCc3ccccc3)o2)cc1	-20%	.	-3%	-9%	0%	-2%	5%	0%	-14%
CN(C)c1ccc(/C=N/N(Cc2ccccc2)c2ccccc2)cc1	-2%	?	20%	-19%	-1%	-16%	11%	-3%	-12%
COc1ccc(-c2ccc3c(N)c(C(=O)Nc4ccc(C(F)(F)F)cc4)sc3n2)cc1OC	.	3%[59 µM]	-10%	6%	-15%	-7%	-1%	-16%	-2%
O=C(NCC1CC1)Nc1ccccc1F	7%	19%	18%	1%	-21%	-3%	15%	-1%	-17%
Clc1cccc(CSc2ncn(-c3ccccc3)n2)c1	4%	6.3µM*	5%	218%[activator]	-13%	-1%	12%	-5%	-12%
O=C(O)COc1ccc(/C=N/NC(=O)c2cn(-c3ccccc3)nc2-c2ccccc2)cc1	21%	7%	0%	-8%	1%	-12%	33%	-4%	-18%
CCOC(=O)c1cc(C(=O)OCC)c(=O)[nH]c1N1CCCC1	6%	.	-16%	-13%	0%	-5%	25%	-4%	-12%
CCOc1ccc(C=NNC(=O)c2ccc(-n3cnnn3)cc2)cc1	16%	.	-10%	.	-14%	.	.	.	-9%
CC1(C)CC(=O)C2=C(C1)OC(N)=C(C#N)C2c1cccc(OC(=O)c2ccco2)c1 (stereo unspecified)	-1%	?	19%	-8%	-8%	-3%	-18%	2%	0%
Cc1nc(CNC(=O)CC2C(=O)NCCN2Cc2cccc(Oc3ccccc3)c2)cs1 (stereo unspecified)	6%	.	18%	-12%	3%	-8%	2%	-4%	-14%
COc1ccc(C(=O)N(C)Cc2ccccn2)cc1OC1CCN(C(C)C)CC1	12%	?	23%	-11%	-13%	-7%	0%	3%	-19%
Cc1cc(C)n(-c2nc3ccccc3nc2N2CCN(c3cccc(C)c3C)CC2)n1	.	18%[59 µM]	18%	16%	-3%	0%	2%	-2%	-22%
CCOC(=O)/C(=C\c1ccc([N+](=O)[O-])o1)NC(=O)c1ccccc1	1%	?	-11%	-19%	-2%	-19%	23%	-1%	-11%
C=C(C)COc1ccc(-c2[nH]ncc2-c2ccccc2)c(O)c1	-4%	37%[0.501 µM]	13%	1%	-12%	?	-4%	-16%	?
NC(=O)CC(NC(=O)Cc1cccc2ccccc12)c1ccc(N2CCN(c3ccccc3)CC2)c([N+](=O)[O-])c1 (stereo unspecified)	0%	-9%[12.7 µM]	32%	-18%	3%	-11%	21%	-1%	-9%
CCc1ccccc1NC(=S)NCCSc1ccc(Cl)cc1	1%	56%[activator][59 µM]	59%[activator]	-36%	-13%	48%[activator]	-3%	-16%	-18%
O=C(Nc1cccc(F)c1)c1cc(S(=O)(=O)N2CCC3(CC2)OCCO3)ccc1F	-3%	-31%	.	9%	.	-17%	24%	-5%	.
O=C(/C=C/c1ccc2ccccc2n1)c1cc(Br)ccc1O	7%	10µM*	13%	56µM*	1%	7%	6%	-5%	-11%
CC(C)Cc1nnc(NC(=O)CCC(=O)Nc2ccccc2F)s1	-9%	.	3%	0%	9%	1%	-2%	-2%	-5%
CCO[C@@H]1OC(C(=O)NC2CC2)=C[C@H](c2c[nH]c3ccccc23)[C@H]1CCCO	4%	37%[59 µM]	23%	-24%	0%	-12%	-10%	0%	-6%
CCCC(=O)OCC(=O)NC1CCCc2ccccc21 (stereo unspecified)	-11%	-34%	33%[activator]	-14%	-13%	-9%	-3%	-2%	-4%
N#Cc1ccc(NC(=O)CNc2cc(S(=O)(=O)N3CCOCC3)ccc2NCC2CCCO2)cc1 (stereo unspecified)	13%	40µM*	102%[activator]	-15%	0%	-11%	12%	-9%	-15%
O=C(CSc1nnc(CNC(=O)c2ccco2)o1)Nc1cccc(F)c1	21%	7%[59 µM]	1%	-12%	-7%	-4%	7%	-4%	-5%
C=CCN1C(=O)C(Cc2ccc(C)cc2)S/C1=N/N=C/c1ccco1 (stereo unspecified)	-3%	-10%[59 µM]	5%	?	-6%	-8%	-8%	-6%	-14%
CCCOc1ccc(C(O)C(CN2CCOCC2)c2ccccc2)cc1 (stereo unspecified)	1%	.	7%	-1%	-7%	-10%	9%	-1%	-19%
O=C(N/C(=C\c1cccc([N+](=O)[O-])c1)C(=O)N1CCOCC1)c1cccc(Br)c1	19%	37%	10%	-22%	-14%	-5%	36%	-8%	-6%
CC(=O)Nc1ccc(NC(=O)CSc2ncnc3c2cnn3Cc2ccccc2)cc1	5%	6%	6%	-22%	-2%	-6%	-1%	2%	-6%
Cc1ccc(C)c(OCC(=O)Nc2ccc(S(=O)(=O)Nc3ccccn3)cc2)c1C	-5%	1%[59 µM]	-1%	-30%	-4%	-10%	16%	-4%	-18%

Part of the list above in order of molecular weight, low to high:
SMILES	APEX1 inh	G9a block	Pol iota inh	BAZ2B block	POLK inh	Anesthetic bind	POLB inh	BLM helicase inh	POLH inh
CCOC(=O)c1cc(C(=O)OCC)c(=O)[nH]c1N1CCCC1	6%	.	-16%	-13%	0%	-5%	25%	-4%	-12%
CCOc1ccc(C=NNC(=O)c2ccc(-n3cnnn3)cc2)cc1	16%	.	-10%	.	-14%	.	.	.	-9%
COc1ccc(C(=O)N(C)Cc2ccccn2)cc1OC1CCN(C(C)C)CC1	12%	?	23%	-11%	-13%	-7%	0%	3%	-19%
Cc1cc(C)n(-c2nc3ccccc3nc2N2CCN(c3cccc(C)c3C)CC2)n1	.	18%[59 µM]	18%	16%	-3%	0%	2%	-2%	-22%
